Compound activity (PubChem)
Peg3 promoter: Peg3 promoter-driven luciferase inhibitors, primary screen, cell-based, HeLa, luciferase luminescence; 1.7% of 360,000 active; inhibition, % at 20 µM; HeLa PEG-Prom luciferase reporter, overnight;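 active = inhibition of at least 50% at 20 µM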
HIF-2a block: HIF-2a reporter inhibitors, primary screen, luminescence, 786-0 RCC cells; AID 624352, 2012; 786-0 RCC cells HIF-2a reporter, luciferase luminescence, overnight; inhibition, % at 18.8 µM; 0.72% of 360,000 active;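 active = inhibition of the luminescence signal of 40% or more relative to plate controls, in a single-dose primary screen at 18.75 µM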
NR2E3 ag-1: inhibitors of NR2E3-RetCOR corepressor binding, primary screen, NR2E3 agonist project, biochemical, TR-FRET, GST-NR2E3, biotin-RetCOR | AID 2300, 2010 | 0.12% of 320,000 active | 1536-well | Photoreceptor-specific nuclear receptor (Homo sapiens), Q9Y5X4 | inhibition of corepressor binding, % at 4.78 µM;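 active = percent inhibition above the cutoff of mean plus 3 SD of all tested compounds, set per screening campaign, cut at about 20% in these data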;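 note: 0% = DMSO wells and 100% = biotin wells as full block of FRET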
Target sequence (Q9Y5X4 whole entry, looked up): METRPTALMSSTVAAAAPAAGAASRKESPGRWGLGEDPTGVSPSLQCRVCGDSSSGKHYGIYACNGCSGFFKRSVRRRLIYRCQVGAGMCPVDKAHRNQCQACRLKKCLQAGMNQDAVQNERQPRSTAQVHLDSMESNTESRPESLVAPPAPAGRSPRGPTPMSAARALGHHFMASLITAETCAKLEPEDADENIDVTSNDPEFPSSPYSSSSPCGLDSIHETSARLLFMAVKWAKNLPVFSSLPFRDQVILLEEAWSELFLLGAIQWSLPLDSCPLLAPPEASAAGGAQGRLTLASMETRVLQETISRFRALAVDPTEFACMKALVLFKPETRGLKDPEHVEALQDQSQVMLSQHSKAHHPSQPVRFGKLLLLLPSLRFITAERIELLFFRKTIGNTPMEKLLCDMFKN
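Material: NR2E3–RetCOR corepressor complex / Incubation: Compound–protein incubation for 5 h at 4 °C / Dosing: compound at 4.8 µM, single dose / Detection: time-resolved FRET / Benchmarks: high control biotin, low control 0.6% DMSO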
CF NFkB inh: inhibitors of PAF-induced NF-kB signaling, primary screen, cell-based, GFP fluorescence, uHTS; KKLEB NF-kB-GFP reporter, GFP fluorescence overnight; inhibition, % at 5 µM; 0.86% of 360,000 active;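 active = at least 50% inhibition at 5 µM, scaled per plate between neutral and stimulator controls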;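 note: PAF is a Pseudomonas aeruginosa culture filtrate used as stimulus; plate controls were PAF-stimulated DMSO wells for no effect and unstimulated DMSO wells for full effect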
CaV13 FRET inh: Disruptors of the CACNA1D IQ motif to Ca2+-dependent inactivation inhibitor domain association, primary screening, Förster resonance energy transfer in intact living … | HEK cells, CFP/YFP FRET ICDI-IQ, plate reader, 10 min; percent FRET-ratio fall versus neutral wells | inhibition, % at 12.3 µM | 0.098% of 340,000 active;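 active = mean replicate inhibition of at least 30% and at least 1% of replicates passing that level; inconclusive = only one of the two criteria is met; inactive = neither criterion is met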;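 note: 0% = median of the neutral control wells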
Vif imaging: HIV Vif self-association inhibitors, primary screen, imaging, HEK293T, single point; HEK293T cells, Vif self-association by quenched fluorescence, 24 h; inhibition, % at 7.49 µM; 0.35% of 340,000 active; in the data active = inhibition above about 50%, passing the limit was not always enough; inconclusive = no clear call, values can overlap the other calls; inactive = below about 31%; note: some results filed as inactive read as strong as hits
MITF TRPM1 inh: inhibitors of MITF-dependent TRPM1 promoter reporter, primary screen, cell-based, SK-MEL-5, single point, luciferase. 0.83% of 330,000 active. SK-MEL-5 TRPM1 promoter luciferase, 24 h. inhibition, % at 12.5 µM;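 active = mean inhibition across replicates of 60% or more, whatever share of single replicates reaches that level; inconclusive = some that reach 60%, reason not given; inactive = mean inhibition across replicates below 60%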; note: values of inactives mirror those of a sister screen read the other way
NR2E3 ag-2: NR2E3 agonists in two-hybrid cells, primary screen, cell-based, luminescence, CHO-S, Gal4-NCOR/VP16-NR2E3; luciferase; inhibition of corepressor binding, % at 3.98 µM; 0.35% of 360,000 active; AID 602229, 2012;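 active = inhibition above the mean of all tested compounds plus 3 SD, cut at about 70% in these data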;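 note: 0% = DMSO with NR2E3 transfected cells and 100% = cells lacking NR2E3 construct; higher means lower luciferase signal from less NR2E3 corepressor binding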
Shn3 inh set2: reduction of Shn3 3'UTR firefly luciferase signal, primary screen, Schnurri-3 inhibitor project, cell-based, Clone20 osteoblasts, set 2; AID 588674, 2011; 0.52% of 360,000 active; inhibition, % at 12.5 µM; Clone20 osteoblast Shn3 3'UTR firefly luciferase, 24 h;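 active = mean inhibition of at least 75% with every replicate also reaching 75%; inconclusive = mean inhibition at least 75% but some replicate below; inactive = mean inhibition below 75%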;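 note: 0% = median of neutral control wells and 100% = pilot-screen positive control compound; some compounds past the cut are filed as inactive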
KKLEB tox: cytotoxicity in KKLEB CF airway cells, primary screen, cytotoxicity control for CF NF-kB inhibitor project, cell-based, uHTS, fluorescence assay plates; 0.36% of 360,000 active; activity change (cytotoxicity), % at 5 µM; AID 602141, 2011; KKLEB CF airway cells viability, ATPlite luminescence, overnight; hits give low values; cells stimulated with P. aeruginosa culture filtrate;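 active = corrected activity change at or below -50% at 5 µM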
PDI inh: inhibitors of human PDI, primary screen, biochemical, turbidity, single point, plate reader | Protein disulfide-isomerase (Homo sapiens), P07237 | 0.052% of 350,000 active | PDI insulin aggregation turbidity, A650, 90 min | inhibition, % at 10 µM;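 active = mean inhibition across replicates of 30% or more, whatever share of single replicates reach that level; inconclusive = mean inhibition below 30% while every single replicate reaches 30%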;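 note: absorbance from insulin aggregation driven by PDI reduction with DTT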
Target sequence (P07237 whole entry, looked up): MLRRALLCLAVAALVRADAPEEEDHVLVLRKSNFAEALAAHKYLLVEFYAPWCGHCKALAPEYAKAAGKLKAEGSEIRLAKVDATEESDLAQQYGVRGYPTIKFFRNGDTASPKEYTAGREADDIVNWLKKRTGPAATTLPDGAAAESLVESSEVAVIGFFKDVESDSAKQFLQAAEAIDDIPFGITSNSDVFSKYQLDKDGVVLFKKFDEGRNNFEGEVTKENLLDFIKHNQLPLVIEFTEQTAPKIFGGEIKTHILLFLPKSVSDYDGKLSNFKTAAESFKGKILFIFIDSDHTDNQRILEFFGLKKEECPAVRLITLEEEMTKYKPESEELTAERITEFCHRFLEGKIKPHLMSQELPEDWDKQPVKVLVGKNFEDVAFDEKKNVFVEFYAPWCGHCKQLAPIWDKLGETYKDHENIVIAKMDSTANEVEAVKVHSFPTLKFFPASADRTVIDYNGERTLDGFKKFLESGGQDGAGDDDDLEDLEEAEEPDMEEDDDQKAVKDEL
Active calls of the source: *.

Results for CC(=O)CSc1ccc(-c2nc3cc(C)c(C)cc3[nH]2)cn1 ?
Peg3 promoter: 84*; HIF-2a block: 67*; NR2E3 ag-1: 4; CF NFkB inh: -6; CaV13 FRET inh: -19; Vif imaging: -2; MITF TRPM1 inh: 83*; NR2E3 ag-2: 7; Shn3 inh set2: 69; KKLEB tox: -17; PDI inh: 10

What do the screens show for `CC(=O)c1ccc(S(=O)(=O)NCCc2cn3ccc(C)cc3n2)cc1`?
Peg3 promoter: 0; HIF-2a block: 10; NR2E3 ag-1: 2; CF NFkB inh: 11; Vif imaging: 1; MITF TRPM1 inh: -5; NR2E3 ag-2: 1; Shn3 inh set2: -13; KKLEB tox: 0; PDI inh: 10

Results for Cc1nnc(SCC(=O)N2CCOCC2)c2ccccc12 ?
Peg3 promoter: -4; HIF-2a block: 3; NR2E3 ag-1: -4; CF NFkB inh: 9; Vif imaging: 1; MITF TRPM1 inh: 6; NR2E3 ag-2: 0; Shn3 inh set2: 51; KKLEB tox: -7; PDI inh: -11

How did O=C(CC(C(=O)O)c1ccccc1)Nc1cccc2ccccc12 (stereo unspecified) do in these assays?
Peg3 promoter: -4; HIF-2a block: -3; NR2E3 ag-1: -3; CF NFkB inh: 23; CaV13 FRET inh: -5; Vif imaging: -2; MITF TRPM1 inh: 7; NR2E3 ag-2: -2; Shn3 inh set2: 4; KKLEB tox: 0; PDI inh: 0

What do the screens show for `CCCCOc1ccc(/C=C/C(=O)N(CC)CC(=O)Nc2ccc3c(c2)OCCO3)cc1OC`?
Peg3 promoter: 17; HIF-2a block: 9; NR2E3 ag-1: 7; CF NFkB inh: -4; CaV13 FRET inh: -5; Vif imaging: -5; MITF TRPM1 inh: 7; NR2E3 ag-2: 5; Shn3 inh set2: 9; KKLEB tox: 3; PDI inh: -4

What do the screens show for `CC(/C=N/n1c(-c2ccco2)n[nH]c1=S)=C\c1ccco1`?
Peg3 promoter: 15; HIF-2a block: 8; NR2E3 ag-1: -1; CF NFkB inh: 5; CaV13 FRET inh: -5; Vif imaging: -1; MITF TRPM1 inh: 17; NR2E3 ag-2: 5; Shn3 inh set2: 3; KKLEB tox: 1; PDI inh: -2

How did Cc1noc(C)c1NC(=O)N(C)C[C@@H]1Oc2ncc(C#CC3CC3)cc2C(=O)N([C@@H](C)CO)C[C@@H]1C do in these assays?
Peg3 promoter: -1; HIF-2a block: 4; CF NFkB inh: 1; CaV13 FRET inh: -6; Vif imaging: 1; NR2E3 ag-2: 2; Shn3 inh set2: 5; KKLEB tox: -21; PDI inh: 3

Results for Cc1cccc(C(c2c(C)nn(-c3ccccc3)c2N)c2c(C)nn(-c3ccccc3)c2N)c1 ?
Peg3 promoter: 24; HIF-2a block: 16; NR2E3 ag-1: 1; CF NFkB inh: 20; CaV13 FRET inh: -7; Vif imaging: 1; MITF TRPM1 inh: 5; NR2E3 ag-2: -13; Shn3 inh set2: 31; KKLEB tox: 2; PDI inh: 1

Results for COc1ccc(NC2CCCN(C(=O)c3ccccc3-c3ncc[nH]3)C2)cc1 (stereo unspecified) ?
Peg3 promoter: 4; HIF-2a block: -2; CF NFkB inh: -5; CaV13 FRET inh: -10; Vif imaging: 11; NR2E3 ag-2: -26; Shn3 inh set2: -8; KKLEB tox: 13; PDI inh: -7

What do the screens show for `Cc1cc(C)nc(NC(C)(C)C(=O)O)n1`?
Peg3 promoter: 6; HIF-2a block: 5; NR2E3 ag-1: 3; CF NFkB inh: -11; CaV13 FRET inh: 4; Vif imaging: 1; MITF TRPM1 inh: -4; NR2E3 ag-2: -23; Shn3 inh set2: 2; KKLEB tox: 17; PDI inh: 0

What do the screens show for `CN(C)c1cccc(C(=O)NNC(=O)CSc2ccccc2)c1`?
Peg3 promoter: -23; HIF-2a block: -29; NR2E3 ag-1: -1; CF NFkB inh: 10; CaV13 FRET inh: -3; Vif imaging: -2; MITF TRPM1 inh: -2; NR2E3 ag-2: -61; Shn3 inh set2: -12; KKLEB tox: 0; PDI inh: 6

How did Cc1cc(NC(=O)c2cc3ccccc3o2)ccc1NC(=O)c1ccccc1 do in these assays?
Peg3 promoter: -91; HIF-2a block: -120; NR2E3 ag-1: 1; CF NFkB inh: -13; CaV13 FRET inh: -2; Vif imaging: -1; MITF TRPM1 inh: -18; NR2E3 ag-2: -22; Shn3 inh set2: 15; KKLEB tox: 5; PDI inh: 13

What do the screens show for `CCN(C1CCS(=O)(=O)C1)S(=O)(=O)c1ccc2ccccc2c1` (stereo unspecified)?
Peg3 promoter: 5; HIF-2a block: 7; NR2E3 ag-1: -1; CF NFkB inh: 17; CaV13 FRET inh: -3; Vif imaging: -10; MITF TRPM1 inh: 9; NR2E3 ag-2: 12; Shn3 inh set2: -2; KKLEB tox: -4; PDI inh: 0

How did Cc1ccsc1C(=O)N1CCCC(C(=O)c2cc(F)ccc2F)C1 (stereo unspecified) do in these assays?
Peg3 promoter: -4; HIF-2a block: 13; NR2E3 ag-1: 6; CF NFkB inh: -6; CaV13 FRET inh: -6; Vif imaging: 5; MITF TRPM1 inh: -8; NR2E3 ag-2: -10; Shn3 inh set2: 7; KKLEB tox: -7; PDI inh: -5

Results for COc1ccccc1C(=O)NCCc1nc2ccccc2[nH]1 ?
Peg3 promoter: -14; HIF-2a block: -15; NR2E3 ag-1: -1; CF NFkB inh: -11; CaV13 FRET inh: -5; Vif imaging: 0; MITF TRPM1 inh: -1; NR2E3 ag-2: 10; Shn3 inh set2: -5; KKLEB tox: -4; PDI inh: -8

Results for CCOC(=O)C1=CC[C@H]2c3c(c4ccc(OC)cc4n3C)C(=O)C1N2S(=O)(=O)c1ccc(C)cc1 ?
Peg3 promoter: 25; HIF-2a block: 15; NR2E3 ag-1: 1; CF NFkB inh: 25; CaV13 FRET inh: -8; Vif imaging: -2; MITF TRPM1 inh: 33; NR2E3 ag-2: -24; Shn3 inh set2: -8; KKLEB tox: -16; PDI inh: 0

What do the screens show for `Cc1cc(C)cc(SCc2noc(C(=O)NCC3CCCO3)c2C(=O)O)c1` (stereo unspecified)?
Peg3 promoter: -5; HIF-2a block: 2; NR2E3 ag-1: -1; CF NFkB inh: -12; CaV13 FRET inh: -6; Vif imaging: 0; MITF TRPM1 inh: -12; NR2E3 ag-2: -17; Shn3 inh set2: -15; KKLEB tox: 10; PDI inh: 8

How did COc1ccc(CCNCC(O)COc2c(C)cccc2C)cc1OC (stereo unspecified) do in these assays?
Peg3 promoter: 6; HIF-2a block: 14; CF NFkB inh: 9; CaV13 FRET inh: -3; Vif imaging: -3; MITF TRPM1 inh: 12; NR2E3 ag-2: 14; Shn3 inh set2: 11; KKLEB tox: 4; PDI inh: -3

How did O=C(NCCc1ccccc1Cl)C1CC(=O)N(C2CCCCC2)C1 (stereo unspecified) do in these assays?
Peg3 promoter: -5; HIF-2a block: 4; NR2E3 ag-1: 0; CF NFkB inh: -7; CaV13 FRET inh: -7; Vif imaging: 2; MITF TRPM1 inh: 3; NR2E3 ag-2: 4; Shn3 inh set2: 8; KKLEB tox: 8; PDI inh: -3

What do the screens show for `COc1cc(NC(=O)Nc2ccc3c(c2)OCO3)cc(OC)c1OC`?
Peg3 promoter: -13; HIF-2a block: -23; NR2E3 ag-1: -1; CF NFkB inh: -1; CaV13 FRET inh: -1; Vif imaging: -1; MITF TRPM1 inh: -20; NR2E3 ag-2: -5; Shn3 inh set2: -3; KKLEB tox: 11; PDI inh: 2

Results for COc1ccc(C2C(C(=O)c3cccs3)=C(O)C(=O)N2c2nnc(C)s2)cc1OC (stereo unspecified) ?
Peg3 promoter: -25; HIF-2a block: -54; NR2E3 ag-1: 4; CF NFkB inh: -1; Vif imaging: 27; MITF TRPM1 inh: -4; NR2E3 ag-2: -14; Shn3 inh set2: 3; KKLEB tox: 5; PDI inh: 12

What do the screens show for `COc1ccc(Cl)cc1NC(=O)COC(=O)CNC(=O)C1CCCCC1`?
Peg3 promoter: -11; HIF-2a block: 0; NR2E3 ag-1: 0; CF NFkB inh: 18; CaV13 FRET inh: -5; Vif imaging: 0; MITF TRPM1 inh: 4; NR2E3 ag-2: -8; Shn3 inh set2: -76; KKLEB tox: -13; PDI inh: 20

What do the screens show for `COc1ccc(N2C(=O)CC(N3CCN(c4ccccc4)CC3)C2=O)cc1` (stereo unspecified)?
Peg3 promoter: 2; HIF-2a block: 9; NR2E3 ag-1: -2; CF NFkB inh: 15; CaV13 FRET inh: -4; Vif imaging: 9; MITF TRPM1 inh: -16; NR2E3 ag-2: -29; Shn3 inh set2: 7; KKLEB tox: -6; PDI inh: 3

Results for Cc1cc(C)n(C(C)CC(=O)Nc2ccc3c(c2)OCO3)n1 (stereo unspecified) ?
Peg3 promoter: -21; HIF-2a block: -30; NR2E3 ag-1: 3; CF NFkB inh: 2; CaV13 FRET inh: -5; Vif imaging: 24; MITF TRPM1 inh: 4; NR2E3 ag-2: -32; Shn3 inh set2: -11; KKLEB tox: 10; PDI inh: -6

How did O=C(COC(=O)c1cncc(Br)c1)NCc1ccccc1 do in these assays?
Peg3 promoter: 16; HIF-2a block: 13; NR2E3 ag-1: 1; CF NFkB inh: -12; CaV13 FRET inh: -6; Vif imaging: -1; MITF TRPM1 inh: 0; NR2E3 ag-2: -4; Shn3 inh set2: 9; KKLEB tox: -1; PDI inh: -4

How did CC[n+]1c(/C=C/N(C)c2ccccc2)n(-c2ccccc2)c2ccc(-c3nc4ccccc4s3)cc21 do in these assays?
Peg3 promoter: 112*; HIF-2a block: 91*; NR2E3 ag-1: -1; CF NFkB inh: 92*; Vif imaging: inconclusive; MITF TRPM1 inh: 91*; NR2E3 ag-2: 91*; Shn3 inh set2: 98*; KKLEB tox: -95*; PDI inh: 2

Two successive records already listed:
How did O=C(COC(=O)c1cncc(Br)c1)NCc1ccccc1 do in these assays?
Peg3 promoter: 16; HIF-2a block: 13; NR2E3 ag-1: 1; CF NFkB inh: -12; CaV13 FRET inh: -6; Vif imaging: -1; MITF TRPM1 inh: 0; NR2E3 ag-2: -4; Shn3 inh set2: 9; KKLEB tox: -1; PDI inh: -4

How did CC[n+]1c(/C=C/N(C)c2ccccc2)n(-c2ccccc2)c2ccc(-c3nc4ccccc4s3)cc21 do in these assays?
Peg3 promoter: 112*; HIF-2a block: 91*; NR2E3 ag-1: -1; CF NFkB inh: 92*; Vif imaging: inconclusive; MITF TRPM1 inh: 91*; NR2E3 ag-2: 91*; Shn3 inh set2: 98*; KKLEB tox: -95*; PDI inh: 2
